Assay outcomes from PubChem BioAssay.
BoNT-F LC inh – inhibitors of Botulinum neurotoxin F light chain protease; inhibition, % at 10 µM; AID 588497; 0.22% of 360,000 active; Multiplex microsphere protease cleavage assay, flow cytometry; in the data active = inhibition above about 35%, passing the limit was not always enough; inconclusive = no clear call, values can overlap the other calls; also: plate controls were buffer without enzyme for full effect and enzyme alone for no effect
FadD28 FP inh – inhibitors of Mycobacterium tuberculosis FadD28 bisubstrate binding; FadD28 bisubstrate probe binding, fluorescence polarization; inhibition, % at 12.5 µM; 0.22% of 360,000 active; AID 588549; in the data active = inhibition above about 8.5%, passing the limit was not always enough; inconclusive = no clear call, values can overlap the other calls
GDH-TPI counter – counter-screen for M. tuberculosis FBA inhibitors: GDH-TPI coupled enzymes; GDH-TPI coupled enzyme counterscreen, NADH absorbance; 1.2% of 360,000 active; inhibition, % at 4.8 µM; in the data active = inhibition above about 30%;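 also: 0% = DMSO wells and 100% = wells lacking the enzyme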
FBA Mtb inh – inhibits M. tuberculosis FBA enzyme | inhibition, % at 1 µM | purified M. tuberculosis FBA, fluorescence read-out | AID 588726 | 2.3% of 360,000 active; in the data active = inhibition above about 27%;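 also: 0% = vehicle and 100% = reference inhibitor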
BoNT A protease – blocks Botulinum neurotoxin A light chain protease; multiplex microsphere protease substrate cleavage, flow cytometry; inhibition, % at 10 µM; 0.17% of 360,000 active; AID 588499; also: plate controls were buffer without enzyme for full effect and enzyme alone for no effect
Anthrax LF inh2 – inhibitors of Bacillus anthracis lethal factor protease; P15917; multiplex microsphere protease cleavage assay, LF; inhibition, % at 10 µM; 0.12% of 360,000 active; AID 588501; also: plate controls were buffer without enzyme for full effect and enzyme alone for no effect
Target sequence (P15917 whole entry, looked up): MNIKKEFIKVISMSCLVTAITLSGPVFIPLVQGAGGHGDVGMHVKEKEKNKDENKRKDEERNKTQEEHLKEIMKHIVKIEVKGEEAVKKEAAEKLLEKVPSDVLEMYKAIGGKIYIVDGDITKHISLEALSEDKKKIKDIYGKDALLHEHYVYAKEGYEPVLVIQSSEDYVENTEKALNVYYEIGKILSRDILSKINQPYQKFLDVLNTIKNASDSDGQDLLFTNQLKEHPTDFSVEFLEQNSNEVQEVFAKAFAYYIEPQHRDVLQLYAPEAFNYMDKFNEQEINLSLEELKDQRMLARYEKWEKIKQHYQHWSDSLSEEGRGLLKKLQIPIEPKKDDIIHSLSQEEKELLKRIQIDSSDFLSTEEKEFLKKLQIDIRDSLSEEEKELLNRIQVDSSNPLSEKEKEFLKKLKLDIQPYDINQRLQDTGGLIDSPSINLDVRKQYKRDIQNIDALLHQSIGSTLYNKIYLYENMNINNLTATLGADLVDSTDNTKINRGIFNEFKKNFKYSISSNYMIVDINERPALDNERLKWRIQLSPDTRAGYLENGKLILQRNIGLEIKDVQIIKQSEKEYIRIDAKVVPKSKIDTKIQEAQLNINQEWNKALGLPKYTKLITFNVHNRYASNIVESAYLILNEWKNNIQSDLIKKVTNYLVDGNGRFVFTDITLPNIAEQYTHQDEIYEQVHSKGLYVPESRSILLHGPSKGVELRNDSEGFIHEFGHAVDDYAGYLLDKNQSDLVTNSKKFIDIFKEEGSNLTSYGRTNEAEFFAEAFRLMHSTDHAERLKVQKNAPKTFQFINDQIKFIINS
Mtb UGM inh – inhibitors of M. tuberculosis UDP-galactopyranose mutase | AID 504406 | purified UGM, fluorescence polarization probe displacement | 0.06% of 320,000 active | inhibition, % at 10 µM | P9WIQ1; in the data active = inhibition above about 10%, passing the limit was not always enough; inconclusive = no clear call, values can overlap the other calls
PfHsp40 yeast – restores yeast growth despite PfHsp40 toxicity | S. cerevisiae expressing PfHsp40, growth rescue, ATP luminescence | 0.68% of 340,000 active | growth rescue, % at 12.5 µM; in the data active = growth rescue above about 28%, passing the limit was not always enough; inconclusive = no clear call, values can overlap the other calls;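 also: yeast W303a lacking pdr1 and pdr3 grown in galactose medium; growth measured after three days at 30 °C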
Mtb BioA inh – BioA (M. tuberculosis) enzyme inhibition | purified M. tuberculosis BioA enzyme, plate reader | inhibition, % at 9.99 µM | 0.096% of 360,000 active; in the data active = inhibition above about 40%; inconclusive = no clear call, values can overlap the other calls
Active calls of the source: *; u = inconclusive; x = no result given. Rule as the data show it, unless noted: active = inhibition above about 30%; inconclusive = no clear call, values can overlap the other calls; inactive = below that.

#	structure	FBA Mtb inh	GDH-TPI counter	Mtb UGM inh	BoNT A protease	Mtb BioA inh	Anthrax LF inh2	BoNT-F LC inh	FadD28 FP inh	PfHsp40 yeast
1	Cc1sc2ncn(CC(=O)NCc3ccccc3)c(=O)c2c1C	9.8	11.4	4.3	0.1	-3.0	-4.6	-8.2	-1.7	-1.0
2	CN(N=Cc1ccc([N+](=O)[O-])cc1)c1ccccn1	-7.0	1.3	x	-0.3	-1.1	-8.0	-2.0	1.4	x
3	CCOC(=O)CNC(=O)N1CCCC(C(=O)c2ccccc2SC)C1 (configuration not stated)	0.9	6.7	-0.1	-0.1	x	0.9	0.7	-1.4	-1.7
4	COC(=O)c1cc(Br)cn1S(=O)(=O)c1ccccc1	0.3	-2.9	1.7	1.6	-1.0	-9.2	-0.5	0.0	-1.0
5	O=C(c1ccc(Cl)cc1)c1cn[nH]c1-c1ccccc1O	1.3	-14.6	1.0	0.5	x	5.3	2.8	-5.9	-0.1
6	Cc1ccc2c(c1)N(C(=O)CCC(=O)NCCCN1CCN(C)CC1)CCO2	2.4	5.3	0.0	0.2	-0.5	-0.7	9.7	-1.1	-0.5
7	O=C(NCCN1CCC(Cc2ccccc2)CC1)C1CCN(S(=O)(=O)N2CCC3(CC2)OCCO3)CC1	-3.4	-2.7	-1.0	0.4	x	2.7	-1.8	-1.5	0.6
8	CC(C)N(C(=O)CSc1nnc(Cn2nnc3ccccc32)n1C)C(C)C	1.9	-2.5	1.3	-0.4	2.0	-2.8	6.5	-1.0	-1.1
9	COc1ccc(S(=O)(=O)Nc2ccc(S(=O)(=O)Nc3ccc(F)cc3)cc2)cc1C	1.6	5.8	0.7	-0.6	-0.8	-7.2	u	-5.3	2.1
10	COc1ccc(C(=O)NCc2ccc(S(N)(=O)=O)cc2)cc1[N+](=O)[O-]	-0.1	-0.6	0.0	-3.6	x	-13.1	-21.4	-3.1	-0.6
11	O=C(N/C=N/OCc1ccc(Cl)cc1Cl)NOCc1c(Cl)cccc1Cl	1.2	-7.6	-2.0	0.2	-4.1	-2.1	0.2	-2.9	1.4
12	COc1ccc(-c2cc(-c3nnc(COC(=O)C4CC4C)o3)c3ccccc3n2)cc1OC (configuration not stated)	12.0	22.2	-0.1	22.8	-5.1	1.7	-6.5	-2.6	-0.1
13	C[C@H](CO)N1C[C@H](C)[C@@H](CN(C)C(=O)NC2CCCCC2)Oc2c(NC(=O)Cc3ccccc3)cccc2C1=O	1.3	4.1	0.6	-0.4	-1.8	-3.0	3.7	0.8	-0.5
14	COc1cc(/C=C/C(=O)OCC(=O)NCCN2C(=O)CSC2=O)ccc1OC(F)F	9.3	6.1	x	0.3	x	0.9	-8.6	-1.9	-1.9
15	COc1cc(C(=S)N2CCN(c3ccccc3Cl)CC2)cc(O)c1O	2.3	11.0	0.9	-1.1	x	-4.4	-7.6	0.8	-0.5
16	CCc1ccc(NC(=O)c2ccc(NC(=O)C3CCCO3)cc2)cc1 (configuration not stated)	2.8	-9.8	0.5	-3.1	-0.1	-1.2	-9.0	-2.5	0.7
17	COc1ccc(C(=O)C2(C)N(O)C(C)C(c3cccs3)=[N+]2[O-])cc1 (configuration not stated)	3.2	21.5	-0.2	0.6	-0.5	-5.0	-3.2	-1.4	-0.6
18	O=C(CN(C(=O)c1csnn1)c1cccc2c1CCCC2)NCc1ccccc1	0.2	-3.1	-0.6	-0.2	1.9	2.9	0.8	-0.4	-0.4
19	NC(=O)CSc1nnc(-c2ccc(S(=O)(=O)N3CCOCC3)cc2)n1Cc1ccccc1	5.9	3.0	3.7	-0.5	10.0	1.6	5.3	-0.8	6.5
20	CCCN1CCN(C(=O)c2cccc3c2C(=O)N(CCOC)C3)CC1	-1.0	-3.3	-3.9	-0.2	-2.2	-7.0	-7.9	-1.4	-0.4

Complete entries from above. Values in the order: FBA Mtb inh	GDH-TPI counter	Mtb UGM inh	BoNT A protease	Mtb BioA inh	Anthrax LF inh2	BoNT-F LC inh	FadD28 FP inh	PfHsp40 yeast
COc1ccc(C(=O)NCc2ccc(S(N)(=O)=O)cc2)cc1[N+](=O)[O-] across the screens: -0.1	-0.6	0.0	-3.6	x	-13.1	-21.4	-3.1	-0.6
O=C(CN(C(=O)c1csnn1)c1cccc2c1CCCC2)NCc1ccccc1 across the screens: 0.2	-3.1	-0.6	-0.2	1.9	2.9	0.8	-0.4	-0.4

Remaining list, next part.
#	structure	FBA Mtb inh	GDH-TPI counter	Mtb UGM inh	BoNT A protease	Mtb BioA inh	Anthrax LF inh2	BoNT-F LC inh	FadD28 FP inh	PfHsp40 yeast
21	Cc1ccc(C(C(=O)NC(C)(C)C)N(C(=O)c2csnn2)c2ccccc2F)o1 (configuration not stated)	-0.4	6.4	-0.4	u	x	u	u	0.1	0.0
22	COc1ccc(C2C(C(N)=O)=C(C)Nc3nc(-c4ccccc4Cl)nn32)c(OC)c1 (configuration not stated)	3.4	13.9	1.2	-0.8	1.6	-5.8	1.6	-1.4	-0.3
23	CS(=O)(=O)N1CCc2cc(-c3csc(NC(=O)Cc4cccs4)n3)ccc21	-1.6	-2.0	-1.5	-0.8	-0.7	-6.3	-6.6	-2.9	-0.2
24	C/C(=N\NC(=O)c1cc(Br)ccc1O)c1cccc(NC(=O)c2ccccc2F)c1	4.2	5.3	3.9	3.2	0.4	3.4	0.4	-2.4	10.9
25	CCCC(O)(CCC)C(=O)NNc1ccccc1	3.6	6.8	0.6	0.0	0.9	-1.5	4.3	-3.3	-0.6
26	CCN(CC)S(=O)(=O)c1ccc2nc(CSc3nnnn3-c3ccc(O)cc3)[nH]c2c1	-0.5	-1.9	-1.1	0.6	-0.5	-0.5	-1.4	-5.4	-1.0
27	COc1ccc(OC)c(S(=O)(=O)Nc2ccc3c(c2)N(C(C)=O)CCC3)c1	2.7	6.6	2.9	-3.1	-4.6	-1.8	-1.8	0.2	-0.8
28	C/C(=N\NC(=S)Nc1ccccc1C)c1ccc(O)cc1	-4.0	15.8	0.9	-0.6	x	-11.3	-6.1	-0.1	-1.6
29	COc1cccc(NC(=O)CSCc2n[nH]c(=O)[nH]2)c1	-1.9	-6.6	-1.9	1.7	-1.3	4.4	1.9	-2.7	3.0
30	Cc1cc(C(=O)COC(=O)C2=NNC(=O)CC2)c(C)n1-c1ccc(OC(F)F)cc1	2.0	-1.4	-9.6	-0.4	-3.5	-2.5	1.0	-0.4	0.2
31	O=C(NCCC1=CCCCC1)C1CCN(S(=O)(=O)c2ccc(Br)s2)CC1	-1.6	8.6	-0.3	0.6	0.2	-0.1	1.9	-0.9	2.0
32	C=CCn1c(C)nnc1SCC(=O)c1[nH]c(C)c(C(C)=O)c1C	-0.1	9.5	-0.4	-3.3	3.9	-4.2	-17.5	0.2	-0.5
33	COc1ccc(/C=N\Nc2ccccn2)c(OC)c1	-0.7	36.3*	-0.7	-0.9	-0.4	3.6	-19.6	-4.3	-2.0
34	O=C(NC(=S)NNC(=O)c1ccccc1O)c1ccc(F)cc1	-0.8	16.3	1.1	-0.8	1.3	0.0	-23.4	-2.9	-1.2
35	Cc1noc(C)c1COc1cccc(C(=O)OCCOc2ccc(F)cc2)c1	-0.4	6.0	0.6	0.5	-1.0	2.8	-1.2	0.6	2.1
36	CCCCCCCC(=O)NNC(=O)Cc1ccccc1	-2.1	-10.1	0.4	-0.1	-0.4	-2.3	-2.7	-3.7	0.2
37	CC12CCC(=O)C=C1CC(O)C1C2CCC2(C)C1CCC2(C)O (configuration not stated)	-1.4	-7.0	x	-0.6	-0.6	7.9	4.4	-2.6	-0.1
38	COc1cccc(C(=O)N2CCN(C3CCC(c4ccccc4)CC3)CC2)c1OC (configuration not stated)	4.3	8.6	1.3	-0.6	x	-4.3	-9.1	-2.9	-0.7
39	CC1(C(=O)O)CCC(C(=O)Nc2ccc3ccccc3c2)C1(C)C (configuration not stated)	-6.0	-13.6	-3.0	0.8	-1.2	1.8	-0.5	-2.9	0.2
40	O=c1c2c3c(sc2nc2n1CCCS2)CCCC3	4.3	9.4	-2.3	0.3	2.9	0.2	8.0	-1.7	0.7
41	O=C(Nc1ccc(C(=O)NC2CCCCC2)cc1)c1cncc(Br)c1	0.7	1.6	-0.2	-1.0	x	0.1	-4.5	-2.5	-0.3
42	COc1ccccc1-c1cn[nH]c1-c1ccc(O)cc1O	0.8	3.5	0.5	-1.9	1.8	3.6	-1.1	1.2	0.6
43	CCN(CCCNC(=O)CCCCn1c(=O)[nH]c2ccccc2c1=O)c1ccccc1	1.7	5.3	-2.5	3.7	0.4	3.4	16.8	0.4	1.1
44	COC(=O)Cn1c(-c2ccc(OC)cc2)c(-c2ccc(OC)cc2)nnc1=O	3.3	3.4	-0.3	-1.6	7.9	3.6	u	-1.1	1.4
45	COc1ccccc1NC(=O)C(C)OC(=O)CC1CCCCC1 (configuration not stated)	0.0	-4.6	2.6	0.4	0.8	-0.2	6.2	-3.2	0.2
46	O=C1N(c2ccccc2)C2CS(=O)(=O)CC2N1c1ccc(Cl)c(Cl)c1 (configuration not stated)	1.0	-1.4	0.4	-0.4	0.0	-0.7	-7.0	-1.7	0.4
47	O=C1ON=C(c2ccccc2)/C1=C/c1ccc(O)c(O)c1	-1.3	22.8	-1.2	4.9	-0.2	0.0	5.2	-0.4	-0.8
48	CCOC(=O)N1CCC(NC(=O)C(CC(C)C)NC(=O)C2CCCCC2)CC1 (configuration not stated)	-0.4	3.7	1.6	1.4	x	0.3	5.8	-3.6	-0.5
49	NC(N)=NC(=S)Nc1ccc(Cl)cc1	3.4	10.2	-1.9	-2.3	1.6	-11.3	u	-4.0	-0.8
50	COC(=O)c1sccc1N(C)S(C)(=O)=O	2.4	1.3	-2.5	-0.3	-0.1	8.2	2.8	-1.1	-2.6
51	CCOc1ccc(/C=N/N(C)c2ccccc2)cc1OC	-0.5	32.8*	-0.4	0.2	-1.2	-4.8	-1.3	-0.8	2.7
52	O=C(COC(=O)C1COc2ccccc2O1)c1ccc(F)cc1 (configuration not stated)	2.4	4.5	x	0.5	-1.3	-5.2	7.6	0.1	x
53	C[C@@H]1CNC(=O)c2c(C(=O)N[C@H](C)c3ccccc3)ncn21	-0.9	3.8	x	-1.0	-0.3	-6.1	-10.8	-3.6	x
54	CCc1c(O)nc2ccccn2c1=O	-3.1	6.8	1.3	-0.4	0.6	-0.2	-2.9	-4.3	-1.4
55	CCOC(=O)c1cccc(NC(=O)CSc2nncn2-c2ccccn2)c1	-2.5	4.2	2.1	-0.7	-3.1	8.8	0.3	-0.9	-1.1
56	CCCc1nc2c(=O)[nH]c3ccccc3c2o1	-1.3	9.8	1.0	-0.6	x	-11.9	-4.6	0.0	-0.5
57	COc1cc(NC(=O)c2cc(S(=O)(=O)N3CCCCC3)c[nH]2)cc(OC)c1	1.2	2.8	0.1	-0.3	-0.8	-8.7	-6.9	-3.4	-0.7
58	CCn1c(=O)c([N+](=O)[O-])c(NCCc2ccccc2)c2ccccc21	6.0	15.1	1.0	0.8	0.7	2.4	0.5	-1.7	0.1
59	CC1(c2ccccc2Br)NC(=O)N(CC(=O)NC2CCCCC2)C1=O (configuration not stated)	-4.8	-2.1	-2.5	2.1	-0.4	-8.3	-0.2	x	-1.5
60	CC(C)/C=N/Nc1nc(-c2ccc(Br)cc2)cs1	2.7	2.2	2.3	1.0	x	-1.8	-2.8	-1.6	0.7
61	CS/C(Nc1cc(Cl)ccc1Cl)=C(/C#N)C(=O)c1ccco1	-1.6	29.9	-1.1	1.1	3.9	0.1	u	-17.6	1.1
62	O=C(CC1C(=O)NCCN1Cc1ccc(-c2ccccc2)cc1)NCCCn1ccnc1 (configuration not stated)	2.7	0.0	4.5	x	x	x	x	-1.7	0.4
63	COc1ccc(-c2c[n+]3c4n2CCCCC4=C(c2ccccc2)C3)cc1	105.9*	20.1	x	4.0	10.4	-13.2	-76.9	-3.8	0.5
64	CC(C)CC1(C)NC(=O)N(CCN2C(=O)c3ccccc3C2=O)C1=O (configuration not stated)	2.0	5.4	-3.2	0.2	1.3	1.6	3.0	0.2	0.1

Looked up above:
Mtb BioA inh with entry 44 → 7.9
PfHsp40 yeast with entry 11 → 1.4
Anthrax LF inh2 with entry 22 → -5.8
